D1 potentiator = Potentiators of Human D1 Dopamine Receptor: qHTS; HEK293 TREx D1 cells, calcium flux, dopamine EC20 potentiation; potentiation, % at 10 µM; 0.036% of 360,000 active; AID 504651, 2011; in the data active = potentiation above about 30%; note: 0% is about no effect
D2 PAM = HTS Assay for Positive Allosteric Modulators of the Human D2 Dopamine Receptor: Primary Screen for Potentiators; D(2) dopamine receptor (Homo sapiens), P14416; HEK293 T-REx D2, calcium flux, EC20 dopamine potentiation; potentiation, % at 10 µM; 0.34% of 340,000 active;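 active = potentiation over 3 SD above the plate norm, cut at about 30% in these data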; note: 0% is about no effect
Target sequence (P14416 whole entry, looked up): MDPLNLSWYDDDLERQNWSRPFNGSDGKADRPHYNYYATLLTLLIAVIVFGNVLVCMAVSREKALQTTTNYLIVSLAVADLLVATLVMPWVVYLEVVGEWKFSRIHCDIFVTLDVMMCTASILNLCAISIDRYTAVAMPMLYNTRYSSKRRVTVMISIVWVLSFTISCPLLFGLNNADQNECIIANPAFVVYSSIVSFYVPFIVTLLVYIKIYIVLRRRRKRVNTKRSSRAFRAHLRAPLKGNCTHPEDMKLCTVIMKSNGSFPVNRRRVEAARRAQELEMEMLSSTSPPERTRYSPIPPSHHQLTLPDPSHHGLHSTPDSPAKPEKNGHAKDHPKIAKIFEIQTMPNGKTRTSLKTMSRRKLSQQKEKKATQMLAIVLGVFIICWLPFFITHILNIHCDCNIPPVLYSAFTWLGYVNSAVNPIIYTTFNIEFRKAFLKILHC
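Potentiation of an EC20 dopamine calcium response is measured in a force-coupled, tetracycline-inducible Hek293 Trex D2 line. Compound-only kinetic reads over 180 s flag agonists before dopamine addition.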
D1 ag = Allosteric Agonists of the Human D1 Dopamine Receptor: qHTS; HEK293 T-REx D1 cells, calcium flux, agonist mode; activation, % at 2 µM; 1% of 360,000 active; D(1A) dopamine receptor (Homo sapiens), P21728; in the data active = activation above about 30%; note: 0% is about no effect
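Inducible HEK293 T-REx D1 cells, force-coupled to calcium signalling, were plated at 4000 cells/well with tetracycline and held overnight at 30 C. After no-wash calcium dye loading, compound-evoked calcium rise over 180 s flagged agonists.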
D1 antagonist = Antagonist of Human D 1 Dopamine Receptor: qHTS; D(1A) dopamine receptor (Homo sapiens), P21728; HEK293 TREx D1 cells, calcium flux, dopamine EC80; active compounds read low; activity change, negative = inhibition, % at 10 µM; 3.2% of 360,000 active; in the data active = activity change below about -30%; note: % is set by controls: 0 for no effect and ±100 for the full control effect
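HEK293 T-REx cells expressing inducible, force-coupled D1 receptor; no-wash Ca dye, 30–90 min RT. Cmpd → 180 s read at 1 Hz → EC80 DA → 180 s read.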
Vif-APOBEC3F blk = qHTS for Inhibitors of Vif-A3F Interactions: qHTS; 0.2% of 390,000 active; AID 602313, 2012; Potency, µM (doses to about 46.1 µM), inactives show at the top dose activity, negative = active; HeLa A3F-eYFP + Vif (tagged APOBEC3F with the HIV-1 protein that degrades it), YFP fluorescence increase; note: potency is the fitted concentration of half-maximal effect; % of control where 0% means no effect; nearly all actives have a fitted effect of over 65% in size
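Fluorescence increase (Ex 488/Em 500-530) after overnight compound treatment at 37 deg C flags inhibition of Vif-driven A3F-eYFP loss in stable HeLa A3F-eYFP/Vif cells seeded overnight beforehand.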
RXFP1 antagonist = qHTS Assay for Antagonists of the Relaxin Receptor RXFP1; Relaxin receptor 1 (Homo sapiens), Q9HBX9; HEK293-RXFP1, relaxin-stimulated cAMP HTRF, 30 min; active compounds read low; activity change, negative = inhibition, % at 57.5 µM; 0.59% of 350,000 active;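 active = activity change of -60% or lower, but not beyond a set lower limit; inconclusive = change between -60% and -40%, or beyond the set limit; inactive = change above -40%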; note: % is set by controls: 0 for no effect and ±100 for the full control effect
Vif-A3G inh = qHTS for Inhibitors of Vif-A3G Interactions: qHTS | 0.076% of 410,000 active | AID 602310, 2012 | DNA dC->dU-editing enzyme APOBEC-3G (Homo sapiens), Q9HC16 | Potency, µM (titrated, usually from 46.1 µM), inactives show top-dose activity, negative = active, hits mostly inhibitors | HeLa A3G-eYFP + Vif (tagged APOBEC3G with the HIV-1 protein that degrades it), YFP fluorescence, overnight;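 note: potency is the fitted concentration of half-maximal effect; % is set by controls: 0 for no effect and ±100 for the full control effect; nearly all actives have a fitted effect of over 60% in size; hits raise eYFP signal because A3G escapes Vif-driven loss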
Target sequence (Q9HC16 whole entry, looked up): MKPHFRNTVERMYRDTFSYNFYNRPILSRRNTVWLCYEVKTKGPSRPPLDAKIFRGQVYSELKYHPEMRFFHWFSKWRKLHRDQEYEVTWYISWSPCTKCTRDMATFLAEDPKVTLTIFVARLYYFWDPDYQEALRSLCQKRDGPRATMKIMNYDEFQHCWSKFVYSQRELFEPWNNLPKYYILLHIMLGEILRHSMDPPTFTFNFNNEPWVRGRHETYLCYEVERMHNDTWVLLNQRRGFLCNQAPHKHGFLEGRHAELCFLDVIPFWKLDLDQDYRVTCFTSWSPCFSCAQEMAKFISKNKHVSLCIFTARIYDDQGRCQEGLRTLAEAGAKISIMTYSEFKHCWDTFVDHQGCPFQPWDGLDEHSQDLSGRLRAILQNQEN
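HeLa cells stably expressing Vif and C-terminally eYFP-tagged A3G, seeded overnight at 37 deg C, then exposed to compound by pintool overnight at 37 deg C. Rise in yellow fluorescence (Ex 488/Em 500-530, Acumen) marks blocked Vif-driven A3G degradation.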
GRP78 ERSR act = qHTS for Inducers of the Endoplasmic Reticulum Stress Response (ERSR) in Human Glioma: qHTS; AID 602332, 2012; Potency, µM, for inactives: top-dose activation, actives largely listed as activators; 0.02% of 420,000 active; U87-MG GRP78 promoter luciferase reporter, 16 h; note: potency is the fitted concentration of half-maximal effect; series mostly up to about 76 µM; % of control where 0% means no effect; nearly all actives have a fitted effect of over 35% in size
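Stably transfected U87-MG human glioma cells carrying a GRP78-based luminescent sensor were seeded at 1000 cells/well, pin-dosed with compounds and incubated 16 h. Luciferase reagent was then added, and end-point luminescence was read after 10 min at room temperature.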
RXFP1 agonist = qHTS Assay for Agonists of the Relaxin Receptor RXFP1; AID 2676, 2010; Relaxin receptor 1 (Homo sapiens), Q9HBX9; HEK293T-RXFP1 cAMP TR-FRET, 30 min; response scale: percent of porcine relaxin response, buffer zero; 0.3% of 370,000 active; Potency, µM (top dose mostly 57.5 µM), for inactives: at the highest dose activation, most hits filed as activators; note: potency is the fitted concentration of half-maximal effect; % is set by controls: 0 for no effect and ±100 for the full control effect; nearly all actives have a fitted effect of over 60% in size; many of its hits are not listed in these tables
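HEK293T cells stably expressing RXFP1 were pretreated with the PDE4 inhibitor Ro 20174, exposed to compounds for 30 min at 37C, lysed, and cAMP was read by TR-FRET. Data normalized to buffer (basal) and 29 nM porcine relaxin (100%).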
* = called active by the depositor; ? = inconclusive; . = no result given; & = joins results of further samples. Unless noted, calls come from the whole dose curve; as a rule, active = well fitted curve in the direction sought with a large enough effect; inconclusive = small, poorly fitted or top-dose-only effect, or another doubt; inactive = no such curve, though single readings can be large; an effect the other way counts as inactive or inconclusive. A portion of the library (hit frequency here may not be typical).

no.	molecule	D1 potentiator	D2 PAM	D1 ag	D1 antagonist	Vif-APOBEC3F blk	RXFP1 antagonist	Vif-A3G inh	GRP78 ERSR act	RXFP1 agonist
1	CCOc1ccc(S(=O)(=O)N2CCN(C(=O)CN3C(=O)NC4(CCCC4)C3=O)CC2)cc1	-7	5	2	-26	-2%	7	0%	-3%	0.6%
2	CCOC(=O)[C@@H]1[C@H]2COc3ccc(Br)cc3[C@H]2N2C(=O)N(c3cccc(F)c3)C(=O)[C@]12C	-5	5	2	2	9%	.	-6%	-2%	3.6%
3	CNC(=O)c1ccc(NC(=O)Nc2ccccc2)cc1	-6	0	4	-17	-3%	1	-5%	8%	2.7%
4	CCCC[C@@H]1CNCCN1CCCc1cc(OC)c(OC)c(OC)c1	0	0	4	2	-6%	.	0%	-4%	-0.8%
5	Cc1cc(C)n(CC(O)Cn2c3ccc(Cl)cc3c3cc(Cl)ccc32)c(=O)n1 (configuration not stated)	0	-1	0	.	-1%	-2	-4%	-2%	3.5%
6	COc1ccc(C(=O)NCCS(=O)(=O)N2CCN(C(=O)c3ccco3)CC2)cc1	-10	2	2	-3	3%	-11	-1%	-4%	0.1%
7	O=C(/C=C/c1cc2c(cc1Br)OCO2)NCc1ccc(Cl)cc1	-5	-27	-1	-3	2%	1	-1%	-3%	-0.6%
8	COCCCNCC#CCOc1ccc(OC)cc1	1	-10	2	9	9%	-11	-2%	-2%	4.2%
9	Cc1cccc(C(=O)Nc2ccc(C(=O)N3CCCCC3C)cc2)c1 (configuration not stated)	-3	-2	3	-23	3%	-3	-8%	2%	1.4%
10	Cc1ccc(C(C)C)c(O)c1	.	.	.	.	5%	-16	2%	0%&-3%	.
11	CC1(C)NC(=O)N(CCOc2ccc([N+](=O)[O-])cc2)C1=O	1	1	1	.	-9%	-2	-3%	-3%	1.3%
12	CCOC(=O)c1ccc(N2C(=O)c3n[nH]c(-c4ccco4)c3C2c2ccc(C)cc2)cc1 (configuration not stated)	9	3	9	37	0%	.	-11%	?	0.0%
13	COc1cc2c(cc1OC)C(COc1cc(C)cc(C)c1)N(C(=O)c1ccc(S(=O)(=O)N3CCCC3)cc1)CC2 (configuration not stated)	1	-5	2	2	9%	.	-8%	-2%	-0.2%
14	CCOC(=O)C1=C(C)N(CCCC(=O)O)C(=O)NC1c1ccccc1OS(=O)(=O)c1ccc(C)cc1 (configuration not stated)	-6	7	-3	0	-1%	.	3%	-4%	1.2%
15	COC(=O)CCSc1cc(NCCOC(C)=O)c([N+](=O)[O-])c2nonc12	-7	3	0	3	-6%	-17	-14%&-8%	-10%&1%	4.1%
16	Cc1ccc(N/N=C/c2cccnc2)cc1	-4	-7	0	-8	-4%	.	-12%	6%	-1.1%
17	CCCC(C)C(=O)Nc1ccc(S(=O)(=O)Nc2nccc(C)n2)cc1 (configuration not stated)	-4	13	2	-5	3%	-18	-4%	-2%	-0.1%
18	O=C(C[C@@H]1C[C@H]2c3cc(NC(=O)c4cccnc4)ccc3O[C@H]2[C@H](CO)O1)NCc1ccc(Oc2ccccc2)cc1	.	.	.	.	-1%	8	?	-1%	.
19	C/C(=N\NC(=O)C1CC1)c1ccc(NC(=O)c2ccc(Br)o2)cc1	-3	-3	1	0	.	.	.	.	-3.9%
20	O=C(Nc1ccc2oc(-c3ccc4ccccc4c3)nc2c1)c1cc(Br)ccc1Cl	-1	1	0	-4	-20%	-4	3%	4%	2.2%
21	C=CCN1C(=O)CS/C1=N\N=C\c1cccc([N+](=O)[O-])c1	-5	0	3	-13	1%	-4	4%	-1%	3.5%
22	COc1ccc(C2C(C(C)=O)=C(O)C(=O)N2Cc2ccccc2)c(OC)c1 (configuration not stated)	-1	12	5	4	-6%	2	-1%	-3%	12%
23	O=C(COCc1cc(-c2cccs2)on1)Nc1cccc(O)c1	2	2	-1	8	1%	1	-3%	-2%	1.3%
24	COC(=O)c1cc2oc3ccccc3c2n1Cc1ccccc1Cl	-4	-8	2	7	.	4	.	.	0.8%
25	C=C(c1ccccc1Cl)[n+]1ccccc1	1	7	3	24	-2%	-7	0%	-4%	3.1%
26	N#CCc1ccc(NS(=O)(=O)c2ccc(N3CCCC3=O)cc2)cc1	-3	-8	5	-14	0%	-15	-3%	-3%	6.1%
27	CCCn1c(N2CCN(Cc3cccc(C)c3)CC2)nc2c1c(=O)[nH]c(=O)n2C	.	-4	1	-17	1%	.	-1%	0%	-0.6%
28	CC1=NC2(CCCc3c2no[n+]3[O-])N(O)C1(C)C (configuration not stated)	1	9	4	-6	-6%	-8	0%	-4%	-0.5%
29	Cc1c(-c2cc(Br)ccc2O)nc2cc3c(cc2c1C)OCO3	-5	13	5	0	?	-15	?	11%	11%
30	CC(NC(=O)CSC(=S)N1CCCC1)c1ccc(S(N)(=O)=O)cc1 (configuration not stated)	5	-6	2	7	5%	-17	-5%	-1%	1.4%
31	COc1cc(OC)c(NS(=O)(=O)c2cc(C(=O)OCC(=O)NCC3CCCO3)ccc2OC)cc1Cl (configuration not stated)	-2	.	-2	0	9%	-12	0%	3%	-0.1%
32	O=C(Nc1ccc(F)cc1F)C1CCCN1S(=O)(=O)c1cccc2nsnc12 (configuration not stated)	3&3	-2&-5	1&0	7&-5	-1%&3%	-16&-3	0%&4%	0%&-1%	0.2%&1.0%
33	Cc1ccc(Oc2nccc(-c3ccc(Cl)cc3)n2)cc1	-19	-2	26	-30*	-5%	-23	2%	-2%	0.8%
34	COc1ccc(NC(=O)C(CCSC)N2C(=O)c3ccccc3C2=O)cc1 (configuration not stated)	-7	13	2	14	-6%	1	0%	-2%	0.6%
35	Cc1nnc(NC(=O)c2nc(SCc3ccccc3F)ncc2Cl)s1	-1	3	1	3	-2%	.	-1%	0%	2.4%
36	COc1ccc(C(=O)C2CCN(C(=S)Nc3ccc(F)cc3)CC2)cc1	-6	-5	9	-21	9%	10	1%	4%	0.5%
37	CC(C)c1cc(C(=O)O)n(-c2ccccc2)n1	6	-6	2	10	-2%	-13	-2%	-3%	0.0%
38	COCCNC(=O)Cn1cc2c(n1)-c1c(oc(C(=O)N3CCCC3)c1C)CC2	2	.	0	-28	-7%	-2	?	0%	-0.2%
39	COc1ccc(CCNc2oc(COc3ccccc3F)nc2C#N)cc1	-10	-8	3	-67*	-8%	7	-10%	1%	-0.7%
40	CC(NC(=S)NNS(=O)(=O)c1cccc([N+](=O)[O-])c1)c1ccccc1 (configuration not stated)	6	-5	3	9	-8%	2	-13%	-3%	-0.4%
41	Cc1cc(C)c(NC(=O)c2ccc(S(=O)(=O)N3CCOCC3)cc2)c(C)c1	-6	20	1	-3	1%	.	0%	-4%	-1.3%
42	CCOc1ccc(NC(=O)CSc2ncn[nH]2)cc1	-1&1	1&-13	2&-1	-8&-6	-4%&-2%	6&-3	2%&0%	4%&-1%	-1.3%&-1.6%
43	Cc1cc(C(=O)COC(=O)c2nn(C)c(=O)c3ccccc23)c(C)n1C	.	.	.	.	4%	-16	5%	1%	.
44	c1cc2c3c(cccc3c1)C(N1CCCCCC1)=N2	-5	17	3	-9	3%	-13	-2%	0%	2.5%
45	COC(=O)c1cc(-c2ccc(Br)cc2)on1	-5	-13	1	-24	-3%	-8	2%	-4%	0.9%
46	CC(=O)c1ccc(NS(=O)(=O)c2ccc(-c3cc(C)no3)s2)cc1	-3	0	3	-5	3%	-20	4%	-2%	5.4%
47	CN(c1ccc([N+](=O)[O-])cc1C(=O)Nc1ccccc1)C1CCCCC1	-2	11	4	16	-14%	-4	2%	1%	3.8%
48	CCOc1cc2[nH]c(=O)n(CCCN3CCCC3=O)c(=O)c2cc1OCC	-1	-8	2	-7	7%	-10	4%	-1%	-0.3%
49	COc1cc(C(=O)NC(=S)NNC(=O)[C@H]2C[C@@H]2c2ccccc2)cc(OC)c1OC	-1	7	8	-1	17%	-17	2%	1%	-1.3%
50	CCOC(=O)N1CCC(NC(=O)c2ccc3c(c2)N(Cc2ccccc2C)C(=O)c2ccccc2S3=O)CC1 (configuration not stated)	-1	9	3	-15	2%	.	-3%	-3%	-1.8%
51	Cc1cc(-c2nnc(SCC(=O)Nc3nc(-c4ccccc4)cs3)o2)no1	-3	12	2	8	-2%	-10	-14%	0%	30%
52	CC1CCc2c(sc(/N=C/N(C)C)c2C#N)C1 (configuration not stated)	5	15	0	9	2%	2	-1%	2%	-0.4%
53	Cc1ccc2c(c1)-c1c(cnn1CC(=O)N1CCN(c3cccc(C(F)(F)F)c3)CC1)CO2	18	-1	1	49	7%	.	4%	-3%	0.3%

High-throughput results from PubChem BioAssay.
